SRC1 inh – human NCOA1 inhibition. HEK293 GAL4-SRC1 luciferase reporter, luminescence. inhibition, % at 3.6 µM. 360,000 compounds, 0.12% hits. AID 588354;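 active means inhibition above the campaign mean plus 3 SD, with each screening campaign given its own cutoff, cut at about 60% in these data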;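 further: 0% = DMSO treated cells and 100% = gossypol at 36 µM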
EBV LMP1 NFkB – reduces LMP1-driven NF-kappaB luciferase signal | LMP1-induced NF-kappaB luciferase reporter cells, luminescence | inhibition, % at 12.5 µM | 350,000 compounds, 0.69% hits | AID 504558; in the data active means inhibition above about 41%;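 further: 0% = neutral control wells and 100% = reference inhibitor control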
NR5A2 inv ag – inverse agonists of human LRH-1 (NR5A2); HEK293T StAR-luciferase reporter, LRH-1 transfected, 24 h; 360,000 compounds, 0.13% hits; O00482; inhibition, % at 3.6 µM;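 active means inhibition above the mean inhibition of all tested compounds plus 3 SD, cut at about 73% in these data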;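 further: 0% = DMSO wells and 100% = reporter-only cells lacking LRH-1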
Target sequence (O00482 whole entry, looked up): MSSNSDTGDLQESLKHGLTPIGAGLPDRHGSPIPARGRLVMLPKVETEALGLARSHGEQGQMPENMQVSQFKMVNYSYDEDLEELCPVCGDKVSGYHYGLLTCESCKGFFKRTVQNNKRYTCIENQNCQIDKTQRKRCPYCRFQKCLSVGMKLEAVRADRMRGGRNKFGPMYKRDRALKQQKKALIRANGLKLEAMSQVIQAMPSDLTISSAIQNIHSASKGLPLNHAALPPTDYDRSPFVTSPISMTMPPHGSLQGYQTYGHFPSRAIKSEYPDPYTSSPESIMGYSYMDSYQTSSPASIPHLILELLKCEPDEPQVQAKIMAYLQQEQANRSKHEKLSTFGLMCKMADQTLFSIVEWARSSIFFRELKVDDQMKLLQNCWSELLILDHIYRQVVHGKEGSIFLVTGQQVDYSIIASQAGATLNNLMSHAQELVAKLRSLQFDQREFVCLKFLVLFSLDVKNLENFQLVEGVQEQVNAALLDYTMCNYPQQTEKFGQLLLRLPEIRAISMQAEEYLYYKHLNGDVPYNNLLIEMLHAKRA
SRC3 inh – inhibits human SRC3 coactivator; inhibition, % at 3.6 µM; 360,000 compounds, 0.17% hits; HEK293 GAL4-SRC3 luciferase reporter, luminescence; Q9Y6Q9;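 active means inhibition above a per-campaign cutoff, the mean of all compounds plus 3 SD, cut at about 60% in these data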;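 further: 0% = DMSO-treated cells and 100% = gossypol-treated cells at 36 µM; higher means less SRC3-driven luciferase light from the GAL4 reporter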
KKLEB tox – counter-screen for CF NF-kB inhibitors: cytotoxicity | AID 602141 | 360,000 compounds, 0.36% hits | KKLEB CF airway cells viability, ATPlite luminescence, overnight; stronger effect = lower value; cells stimulated with P. aeruginosa culture filtrate | activity change (cytotoxicity), % at 5 µM;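 active means corrected activity change at or below -50% at 5 µM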
C8 TRAIL sens – sensitizes caspase-8 expressing cells to TRAIL. inhibition (viability loss, TRAIL sensitization), % at 10 µM. NB7+C8 cells + TRAIL, ATPlite viability luminescence. 360,000 compounds, 1% hits;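 active means compounds causing at least 50% loss of cell viability in the single-dose screen, relative to plate controls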
CF NFkB inh – cystic fibrosis NF-kB activation inhibition; inhibition, % at 5 µM; 360,000 compounds, 0.86% hits; KKLEB NF-kB-GFP reporter, PAF-induced, GFP fluorescence overnight;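 active means at least 50% inhibition at 5 µM, scaled per plate between neutral and stimulator controls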;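 further: PAF is a Pseudomonas aeruginosa culture filtrate used as stimulus; plate controls were PAF-stimulated DMSO wells for no effect and unstimulated DMSO wells for full effect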
TROY signal inh – inhibitors of TROY-dependent NF-kB signaling; 360,000 compounds, 0.98% hits; inhibition, % at 10 µM; Q293 LMP1-TROYcd NF-kB luciferase reporter, 4 h;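 active means compounds whose plate-normalised and pattern-corrected inhibition of the luciferase reporter signal at the single screening dose is 50% or more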
TWEAK-Fn14 inh – TWEAK-Fn14 signaling inhibition; TWEAK-stimulated Fn14 reporter cells, luciferase luminescence, 8 h; inhibition, % at 10 µM; 360,000 compounds, 2% hits; in the data active means inhibition above about 50%
SRC2 inh – human SRC2 (NCOA2) inhibition; HEK293 GAL4-SRC2 luciferase reporter, luminescence; 370,000 compounds, 0.17% hits; AID 651957; inhibition, % at 9 µM;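 active means inhibition above the mean inhibition of all tested compounds plus 3 SD, set per campaign, cut at about 52% in these data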;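 further: 0% = DMSO treated cells and 100% = cells given Gossypol at 36 µM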
COUP-TFII inh – inhibitors of human COUP-TFII (NR2F2); inhibition, % at 8.6 µM; 370,000 compounds, 0.7% hits; HEK293T NGFI-A luciferase reporter, luminescence; P24468;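 active means inhibition above a per-plate cutoff, mean inhibition of test wells between control levels plus 3 SD, cut at about 38% in these data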;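 further: cells cotransfected with COUP-TFII expression vector driving the NGFI-A reporter; 0% = median of COUP-TF2 test wells and 100% = reporter-only cells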
Target sequence (P24468 whole entry, looked up): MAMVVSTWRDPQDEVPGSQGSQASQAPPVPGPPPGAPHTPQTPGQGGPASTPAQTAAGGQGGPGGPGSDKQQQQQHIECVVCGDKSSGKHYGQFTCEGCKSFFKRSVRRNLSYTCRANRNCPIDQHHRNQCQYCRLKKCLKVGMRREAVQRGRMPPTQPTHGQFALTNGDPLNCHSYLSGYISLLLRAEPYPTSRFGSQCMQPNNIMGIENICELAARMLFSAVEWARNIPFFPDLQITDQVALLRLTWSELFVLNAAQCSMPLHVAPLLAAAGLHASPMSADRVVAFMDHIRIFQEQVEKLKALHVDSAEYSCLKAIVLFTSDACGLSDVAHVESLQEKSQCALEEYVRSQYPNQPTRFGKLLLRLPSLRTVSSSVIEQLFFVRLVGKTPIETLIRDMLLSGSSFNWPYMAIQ
Numbers without * were called inactive; / = not tested or not shown.

SMILES	SRC1 inh	EBV LMP1 NFkB	NR5A2 inv ag	SRC3 inh	KKLEB tox	C8 TRAIL sens	CF NFkB inh	TROY signal inh	TWEAK-Fn14 inh	SRC2 inh	COUP-TFII inh
O=C1C=C(O)CC2(CCCCC2)C1	3	/	3	2	-3	-1	-8	0	-12	/	/
CCOc1ccccc1NC(=O)CN(c1ccc(OC)c(OC)c1)S(=O)(=O)c1ccc(C)cc1	9	-1	-19	-3	-10	11	22	-8	8	4	-17
O=C(C1CCCCN1S(=O)(=O)c1ccccc1)N1CCN(Cc2ccccc2)CC1 (stereo unspecified)	5	-1	-20	13	-8	-1	6	10	-8	12	6
Cc1cccc(-c2cc(C(=O)Nc3cccnc3)c3ccccc3n2)c1	-30	-4	-1	-13	4	18	-41	-17	-15	25	-22
CC(/C=N/NC(=O)c1cccnc1)=C\c1ccccc1	-42	-4	-84	-26	1	16	-4	-43	-8	-27	-25
CCCOP(=O)(c1ccc(N(C)C)cc1)C(O)c1cc(OC)ccc1OC (stereo unspecified)	9	-1	22	-14	-19	-3	-10	4	2	-7	21
Cc1ccc(NC(=O)CCNC(=O)Cn2cnc3ccccc3c2=O)cc1F	-9	-2	-12	-16	6	-3	-6	5	13	-8	21
COc1ccc(-c2ccc(SCc3cccnc3)nn2)cc1OC	-3	-1	-14	-5	-7	5	15	-16	-3	-21	2
FC(F)(F)c1cc(Oc2ccc(Cl)cc2)nc(-c2ccccn2)n1	6	6	6	-4	-4	-9	-5	-14	-8	-1	-12
O=S(=O)(NCc1cccnc1)c1ccc(Br)c2ccccc12	5	-1	-5	-20	-10	2	12	2	9	15	26
COc1ccc(CN2C(=O)C(CC(=O)NC3CC3)CC(C(=O)N3CCOCC3)=C2C)cc1 (stereo unspecified)	16	/	-7	-9	-20	1	-14	7	7	-28	-5
COc1ccc(C(=O)Nc2cccc(/C=C(\CCC(=O)O)c3nc4ccccc4s3)c2)cc1	-26	1	-28	-6	-10	22	13	-36	-3	-2	-13
Cc1nnc(NC(=O)c2ccncc2)s1	-4	-8	-9	-2	8	1	5	6	-2	-51	-8
COc1nc(-c2ccc3c(c2)OCO3)n(-c2ccc(NC(=O)CSc3ccccc3)cc2)n1	7	1	1	13	-4	3	-6	-13	-11	-14	-2
CC1CCC2(CC1)NC(=O)N(CC(=O)Nc1cc(S(=O)(=O)N3CCCC3)ccc1Cl)C2=O (stereo unspecified)	13	8	4	11	16	8	0	-14	-14	-27	19
Cc1ccc(NC(=O)CCC(=O)NNC(=O)c2cccs2)cc1C	7	-4	-9	-1	5	-21	-8	-7	8	/	/
Fc1ccc(CN2CCN(C(=S)NCCc3ccccc3)CC2)c(Cl)c1	11	-18	10	6	-14	4	15	20	5	12	-6
Cc1cnc(CN(C)C(=O)CC2C(=O)NCCN2Cc2cccc(F)c2F)[nH]1 (stereo unspecified)	2	-4	2	11	-22	-15	2	4	6	4	-17
COc1cccc(/C=N/NC(=O)c2c(C)nc3ccc(Cl)cn23)c1O	47	61*	90*	78*	0	12	-14	-3	-32	15	-20
CC(C)c1ccc(-c2nnn(CCC#N)n2)cc1	-14	-6	-56	-49	0	-1	-4	-4	-15	-47	-42
O=C(COC(=O)c1cccc(S(=O)(=O)N2CCCCCC2)c1)NCc1ccc(Cl)cc1	3	-4	3	13	-3	-17	18	0	-29	-8	4
Cc1nc(C)n(CCNS(=O)(=O)c2ccccc2)n1	-8	-2	3	16	3	-1	0	6	2	-14	-15
O=C(Nc1ccccc1Cl)N1CCN(c2ccc3nncn3n2)CC1	-2	0	5	3	-19	0	3	-9	-19	-20	-5
COc1ccc(/C=C\c2onc(C)c2S(=O)(=O)N2CCC(C(=O)NCc3ccco3)CC2)cc1	4	-3	-14	14	-10	16	-15	8	2	14	3
Cc1ccc(-c2ccc(CCC(=O)O)n2NC(=O)c2cccs2)cc1	-10	-4	-15	-6	-6	-2	-4	-12	4	-17	2

15 structures already listed, ordered by number of heavy atoms, rising:
SMILES	SRC1 inh	EBV LMP1 NFkB	NR5A2 inv ag	SRC3 inh	KKLEB tox	C8 TRAIL sens	CF NFkB inh	TROY signal inh	TWEAK-Fn14 inh	SRC2 inh	COUP-TFII inh
O=C1C=C(O)CC2(CCCCC2)C1	3	/	3	2	-3	-1	-8	0	-12	/	/
CC(C)c1ccc(-c2nnn(CCC#N)n2)cc1	-14	-6	-56	-49	0	-1	-4	-4	-15	-47	-42
Cc1nc(C)n(CCNS(=O)(=O)c2ccccc2)n1	-8	-2	3	16	3	-1	0	6	2	-14	-15
CC(/C=N/NC(=O)c1cccnc1)=C\c1ccccc1	-42	-4	-84	-26	1	16	-4	-43	-8	-27	-25
O=S(=O)(NCc1cccnc1)c1ccc(Br)c2ccccc12	5	-1	-5	-20	-10	2	12	2	9	15	26
COc1ccc(-c2ccc(SCc3cccnc3)nn2)cc1OC	-3	-1	-14	-5	-7	5	15	-16	-3	-21	2
COc1cccc(/C=N/NC(=O)c2c(C)nc3ccc(Cl)cn23)c1O	47	61*	90*	78*	0	12	-14	-3	-32	15	-20
Fc1ccc(CN2CCN(C(=S)NCCc3ccccc3)CC2)c(Cl)c1	11	-18	10	6	-14	4	15	20	5	12	-6
CCCOP(=O)(c1ccc(N(C)C)cc1)C(O)c1cc(OC)ccc1OC (stereo unspecified)	9	-1	22	-14	-19	-3	-10	4	2	-7	21
Cc1ccc(NC(=O)CCNC(=O)Cn2cnc3ccccc3c2=O)cc1F	-9	-2	-12	-16	6	-3	-6	5	13	-8	21
O=C(C1CCCCN1S(=O)(=O)c1ccccc1)N1CCN(Cc2ccccc2)CC1 (stereo unspecified)	5	-1	-20	13	-8	-1	6	10	-8	12	6
O=C(COC(=O)c1cccc(S(=O)(=O)N2CCCCCC2)c1)NCc1ccc(Cl)cc1	3	-4	3	13	-3	-17	18	0	-29	-8	4
COc1ccc(CN2C(=O)C(CC(=O)NC3CC3)CC(C(=O)N3CCOCC3)=C2C)cc1 (stereo unspecified)	16	/	-7	-9	-20	1	-14	7	7	-28	-5
COc1ccc(C(=O)Nc2cccc(/C=C(\CCC(=O)O)c3nc4ccccc4s3)c2)cc1	-26	1	-28	-6	-10	22	13	-36	-3	-2	-13
CCOc1ccccc1NC(=O)CN(c1ccc(OC)c(OC)c1)S(=O)(=O)c1ccc(C)cc1	9	-1	-19	-3	-10	11	22	-8	8	4	-17

Returning to the listing with the 2 entries that preceded the break.
SMILES	SRC1 inh	EBV LMP1 NFkB	NR5A2 inv ag	SRC3 inh	KKLEB tox	C8 TRAIL sens	CF NFkB inh	TROY signal inh	TWEAK-Fn14 inh	SRC2 inh	COUP-TFII inh
COc1ccc(/C=C\c2onc(C)c2S(=O)(=O)N2CCC(C(=O)NCc3ccco3)CC2)cc1	4	-3	-14	14	-10	16	-15	8	2	14	3
Cc1ccc(-c2ccc(CCC(=O)O)n2NC(=O)c2cccs2)cc1	-10	-4	-15	-6	-6	-2	-4	-12	4	-17	2
Cc1cc(C)n2nc(C(=O)OCC(=O)c3cc(C)n(C)c3C)nc2n1	3	-6	1	-8	6	-8	0	4	-10	-7	18
Cc1cc2ccc(C)c(C)c2nc1SCC(=O)c1cccs1	-3	3	-2	13	-6	10	8	-1	11	11	-4
CCOC(=O)/C(=N\Nc1cc(Cl)ccc1Cl)N1CCN(CC)CC1	-6	4	7	-19	-29	0	22	-2	0	-11	-5
COc1ccc(C(=O)NCC(=O)OCC(=O)NC(=O)NC2CCCCC2)cc1OC	14	-1	-1	2	-4	-10	2	4	-9	-32	5
COc1ccc(S(=O)(=O)NCC2CCCN(C(=O)c3ccco3)C2)cc1 (stereo unspecified)	-8	23	3	6	6	2	3	-6	-1	-4	-2
CCNC(=O)c1ccc(N(C)S(=O)(=O)c2cccs2)cc1	7	2	-16	20	4	3	-4	4	7	-9	9
Cc1ccccc1S(=O)(=O)Cc1ccc(C(=O)NC2CCCCC2C)o1 (stereo unspecified)	-6	13	4	12	-5	13	21	-18	-2	10	10
Cc1ccc(C)c(S(=O)(=O)N2CCN(C(=O)C3CCN(c4ncnc5sc(C)c(C)c45)CC3)CC2)c1	20	29	20	21	6	19	-6	46	43	41	10
COc1ccccc1CN(C)C(=O)C1(c2ccc(Cl)cc2)CC1	-4	-1	10	21	2	1	3	20	4	-7	-15
Cc1ccc(S(=O)(=O)NCC(=O)NCC(=O)OCC(=O)NC(=O)NC(C)(C)C)cc1C	-7	-2	-14	16	-12	2	18	-14	13	16	-13
COc1cccc(C(C(=O)NC2CCCCC2)N(CCN2CCOCC2)C(=O)C2COc3ccccc3O2)c1 (stereo unspecified)	5	-5	-18	4	1	-3	4	-8	-2	-19	4
Cc1c(N=Cc2c(O)n(C3CCCCC3)c(=O)[nH]c2=O)c(=O)n(-c2ccccc2)n1C	-2	9	-3	9	5	-9	21	-4	27	-6	8
CC1(C)CC(=O)C2=C(C1)Nc1ccccc1NC2	-12	-4	19	-13	-5	-4	41	-6	2	6	-15
Nc1ccc(C(=O)Nc2ccc(Nc3ccncc3)cc2)c([N+](=O)[O-])c1	6	-15	20	1	1	-8	-16	-10	-12	0	-1
O=C(Oc1ccccc1N1C(=O)C2CC=CCC2C1=O)c1ccc(Br)cc1 (stereo unspecified)	-11	-8	-3	17	1	-9	13	11	19	-14	4
COC(=O)C1=CN(Cc2ccc(OC)cc2)C=C(C(=O)OC)C1c1cccs1	3	-8	-10	7	17	-8	-28	-5	-2	-33	-13
O=C(NCCN1CCOCC1)NC1(C(F)(F)F)Oc2ccc(Cl)cc2O1 (stereo unspecified)	-9	11	-12	-36	-7	52*	20	-121	-76	-9	-25
COCCN(C(=S)Nc1cc(C)cc(C)c1)C(C)c1ccco1 (stereo unspecified)	11	-7	-8	14	12	0	0	-2	-3	6	4
CCOc1ccc2[nH]c(S(=O)(=O)CC)nc2c1Cl	-9	0	3	-1	5	-6	-1	-4	-7	-11	-6
O=C(CN1CCN(c2ccc(O)cc2)CC1)NC(c1ccccc1)c1ccccc1	-24	3	6	9	8	-2	-12	2	-14	-2	8
Cc1nnc(SCC(=O)NNC(=O)c2ccccc2)n1-c1ccccc1	-2	-10	10	18	2	-8	-8	0	6	-14	-6
Cn1c(-c2ccsc2)c(-c2cccs2)c2cc(-c3cccc4[nH]ccc34)ccc21	-17	-3	14	8	23	-4	-18	0	-4	-23	-1
